Assay outcomes as filed in PubChem BioAssay.
TcdB inh – blocks C. difficile toxin B glycohydrolase activity; 0.24% of 350,000 active; TcdB glycohydrolase enzymatic assay, plate reader; P18177; inhibition, % at 9.99 µM; in the data active = inhibition above about 10%
An asterisk follows results filed as active. The list is partial; rates above refer to the full screens.

SMILES	TcdB inh
Cc1ccc(S(=O)(=O)N(C)C[C@H]2OCCCC[C@@H](C)Oc3ccc(NC(=O)Nc4c(C)noc4C)cc3C(=O)N([C@H](C)CO)C[C@@H]2C)cc1	1.6
C[C@@H]1CN([C@@H](C)CO)C(=O)c2cccc(NS(=O)(=O)c3cn(C)cn3)c2O[C@@H]1CN(C)S(C)(=O)=O	0.7
O=C(Nc1ccc(F)cc1)N1CCCCN2[C@H](C1)[C@@H](c1ccc(-c3cccc(F)c3)cc1)[C@@H]2CO	-0.7
COc1ccc(C(=O)N2C[C@@H]3[C@H](c4ccccc42)[C@H](CO)N3C(=O)c2ccc(F)cc2)cc1	0.6
CC(=O)N(C)C[C@H]1Oc2ncc(C3=CCCC3)cc2C(=O)N([C@H](C)CO)C[C@H]1C	0.2
C[C@@H]1CCCCO[C@H](CN(C)Cc2ccc(C(F)(F)F)cc2)[C@@H](C)CN([C@@H](C)CO)C(=O)c2cc(NS(=O)(=O)c3cn(C)cn3)ccc2O1	0.7
COc1ccc(CN(C)C[C@H]2Oc3ccc(NS(=O)(=O)c4c(C)noc4C)cc3C(=O)N([C@@H](C)CO)C[C@@H]2C)cc1	0.3
O=C(N[C@@H]1CC[C@H](CCn2cc(C3(O)CCCC3)nn2)O[C@@H]1CO)C1CCCCC1	0.5
CNC[C@@H]1Oc2ccc(NC(=O)Nc3ccc(OC)cc3)cc2CC(=O)N([C@H](C)CO)C[C@@H]1C	-0.2
COc1ccc(S(=O)(=O)N[C@H]2CC[C@@H](CC(=O)N3CCC(Cc4ccccc4)CC3)O[C@H]2CO)cc1	-0.4
CCNC(=O)C[C@H]1CC[C@H]2[C@@H](COC[C@H](O)CN2C(=O)C2CCOCC2)O1	-0.2
C[C@@H]1CN([C@H](C)CO)S(=O)(=O)c2ccc(C#Cc3ccccc3)cc2O[C@H]1CN(C)S(=O)(=O)c1cn(C)cn1	1.6
CCCNC(=O)N1CCC2(CC1)CN(C(=O)COC)[C@@H](CO)c1[nH]c3cc(OC)ccc3c12	-0.4
CO[C@@H]1CN(C)C(=O)c2cc(NC(=O)C3CC3)ccc2OC[C@@H](C)N(Cc2cccc(F)c2)C[C@H]1C	-0.3
CCC(=O)Nc1ccc2c(c1)OC[C@@H](C)N(Cc1ccccc1C(=O)O)C[C@H](C)[C@@H](OC)CN(C)C2=O	-0.8
C[C@@H]1CN([C@H](C)CO)C(=O)Cc2cc(NC(=O)Nc3cccc4ccccc34)ccc2O[C@@H]1CN(C)C(=O)Nc1ccc(F)cc1	-0.6
CCNC(=O)C[C@@H]1CC[C@@H]2[C@H](COC[C@@H](O)CN2C(=O)Nc2ccc3c(c2)OCO3)O1	-1.4
Cc1ccc(S(=O)(=O)N[C@H]2CC[C@@H](CCn3cc(C(C)C)nn3)O[C@@H]2CO)cc1	0.3
C#CCNC(=O)C[C@@H]1C[C@@]2(C(=O)OC)CCCCC=C2N(CCc2ccc(OC)c(OC)c2)C1=O	1.0
COCC(=O)Nc1ccc2c(c1)[C@H]1C[C@H](CC(=O)NCc3ccccc3OC)O[C@H](CO)[C@H]1O2	0.0
O=S(=O)(N[C@H]1CC[C@H](CCn2cc(-c3cccc(F)c3)nn2)O[C@@H]1CO)c1ccc(Cl)cc1	0.8
C[C@H](CO)N1C[C@H](C)[C@@H](CN(C)Cc2ccc(C(=O)Nc3ccccc3N)cc2)Oc2ccc(NC(=O)Cc3cn(C)c4ccccc34)cc2CC1=O	0.8
O=C(NC1CCCCC1)N1CC(=O)N2[C@@H](CO)[C@H](c3ccc(-c4cccc(F)c4)cc3)[C@@H]2C1	0.3
O=C(C[C@@H]1CC[C@@H]2[C@H](COC[C@H](O)CN2S(=O)(=O)c2ccc(Oc3ccccc3)cc2)O1)NC1CCC1	-0.6
COc1ccc(NC(=O)N(C)C[C@@H]2Oc3ccc(NC(=O)NC(C)C)cc3C(=O)N([C@@H](C)CO)C[C@H]2C)cc1	-0.7

(listing goes on)
SMILES	TcdB inh
Cc1noc(C)c1NC(=O)Nc1ccc2c(c1)C(=O)N([C@@H](C)CO)C[C@@H](C)[C@@H](CN(C)Cc1ccncc1)OCCCC[C@@H](C)O2	-0.3
O=S(=O)(c1cccs1)N1CCCCN2[C@H](CO)[C@H](c3ccc(-c4ccccc4)cc3)[C@@H]2C1	0.2
CCN(C[C@H]1[C@H](c2ccccc2)[C@H](CO)N1C(=O)COC)S(C)(=O)=O	0.0
C/C=C/c1ccc([C@@H]2[C@@H](CO)N3C(=O)CN(Cc4ccc(F)cc4)C[C@@H]23)cc1	-0.7
CNC[C@@H]1Oc2ccc(NC(=O)CCC(F)(F)F)cc2C(=O)N([C@@H](C)CO)C[C@H]1C	0.3
C[C@H](CO)N1C[C@H](C)[C@@H](CN(C)C(=O)NC2CCCCC2)Oc2ccc(NC(=O)CCC(F)(F)F)cc2CC1=O	0.2
Cn1cnc(CCNC(=O)C[C@H]2CC[C@@H]3[C@H](COC[C@@H](O)CN3C(=O)C3CC3)O2)c1	0.1
O=C(Cc1ccccn1)NCC[C@@H]1CC[C@H](NC(=O)Nc2ccc(Cl)cc2)[C@H](CO)O1	-0.9
C[C@H](CO)N1C[C@H](C)[C@@H](CN(C)Cc2ccc(C(=O)O)cc2)OCCCC[C@H](C)Oc2ccc(NC(=O)Nc3ccc(F)cc3)cc2C1=O	-1.1
O=C(N[C@H]1CC[C@H](CCn2cc(C3(O)CCCC3)nn2)O[C@@H]1CO)C1CCOCC1	-0.6
CCOC(=O)[C@]12CCCC=C1N(CCC1=CCCCC1)C(=O)[C@H](CC(=O)N1CCN(C(=O)C3CC3)CC1)C2	1.5
C/C=C/c1ccc2c(c1)O[C@H](CN(C)C(C)=O)[C@@H](C)CN([C@@H](C)CO)S2(=O)=O	0.8
C[C@H]1CN([C@@H](C)CO)C(=O)c2cc(NS(=O)(=O)c3cn(C)cn3)ccc2O[C@H]1CN(C)C(=O)Nc1ccc(C(F)(F)F)cc1	0.6
CS(=O)(=O)N1CC2(C1)[C@@H](c1ccccc1)[C@@H](CO)N2C(=O)c1ccccc1	-0.2
C[C@@H]1CN([C@@H](C)CO)C(=O)c2cc(/C=C/c3ccccc3)cnc2O[C@H]1CN(C)C(=O)C1CCOCC1	1.5
COc1ccc(S(=O)(=O)Nc2cccc3c2O[C@@H](CN(C)Cc2ccc(C(F)(F)F)cc2)[C@H](C)CN([C@@H](C)CO)C3=O)cc1	0.0
C[C@@H]1CN([C@H](C)CO)C(=O)c2cc(NC(=O)Nc3ccc(F)cc3)ccc2O[C@H]1CN(C)S(=O)(=O)c1cccs1	-0.9
CN(C)C(=O)[C@H]1[C@H](CO)[C@H]2Cn3c(ccc(-c4ccccc4)c3=O)[C@@H]1N2C(=O)C1CCC1	-0.4
CCC(=O)Nc1ccc2c(c1)OC[C@@H](C)N(CCC(F)(F)F)C[C@H](C)[C@H](OC)CN(C)C2=O	1.2
O=C(C[C@H]1C[C@@H]2c3cc(NS(=O)(=O)c4ccccc4)ccc3O[C@@H]2[C@H](CO)O1)NCC1CC1	-0.7
Cc1ccc(S(=O)(=O)N(C)C[C@@H]2Oc3ccc(NC(=O)NC(C)C)cc3C(=O)N([C@@H](C)CO)C[C@@H]2C)cc1	0.1
O=C(C[C@H]1C=C[C@H](NC(=O)C2CC2)[C@@H](CO)O1)Nc1ccccc1	-0.5
CN1C(=O)c2cc(NC(=O)C3CCOCC3)ccc2OC[C@@H]2O[C@H](CC(=O)NCC3CC3)CC[C@H]21	0.5
C[C@H](CO)N1C[C@H](C)[C@H](CN(C)C(=O)Nc2cccc3ccccc23)OCCCC[C@H](C)Oc2ccc(NC(=O)Nc3ccc(F)cc3)cc2C1=O	-0.5
CN(C)C(=O)C[C@@H]1CC[C@@H]2[C@H](COC[C@H](O)CN2C(=O)C2CC2)O1	-0.6

The list goes on:
SMILES	TcdB inh
CCNC(=O)C[C@@H]1CC[C@@H]2[C@@H](COc3ccc(NC(=O)c4ccccc4)cc3C(=O)N2C)O1	0.1
O=C(C[C@H]1CC[C@@H]2[C@H](COC[C@@H](O)CN2CC2CCOCC2)O1)N1CCOCC1	1.6
O=C(Cc1ccccn1)NCC[C@H]1CC[C@H](NC(=O)Nc2ccccc2)[C@H](CO)O1	-1.0
COC(=O)C[C@@H]1CC[C@@H]2[C@H](COc3ccc(NC(=O)Nc4ccc(C#N)cc4)cc3C(=O)N2C)O1	-9.6
COCc1cn(CC[C@H]2CC[C@H](NC(=O)Nc3c(C)noc3C)[C@H](CO)O2)nn1	-2.2
C[C@H]1CN([C@@H](C)CO)C(=O)c2cccc(NC(=O)C3CC3)c2O[C@@H]1CN(C)S(=O)(=O)c1ccccc1	-0.1
CCN1[C@H](C(=O)Nc2nccs2)[C@@H](CO)[C@@H]2Cn3c(ccc(-c4ccccc4OC)c3=O)[C@@H]21	0.7
CC(C)CC#Cc1cnc2c(c1)C(=O)N([C@H](C)CO)C[C@H](C)[C@H](CN(C)C(=O)CN1CCOCC1)O2	1.1
O=C(NC1Cc2ccccc2C1)[C@H]1[C@H](CO)[C@H]2Cn3c(ccc(C4=CCCC4)c3=O)[C@@H]1N2CC1CC1	-0.6
COc1ccc(-c2ccc3c(c2)O[C@@H](CN(C)C)[C@@H](C)CN([C@H](C)CO)S3(=O)=O)cc1	0.1
COCC#Cc1cnc2c(c1)C(=O)N([C@H](C)CO)C[C@@H](C)[C@@H](CN(C)C(=O)C1CCC1)O2	-7.3
COc1ccc(CN(C)C[C@H]2Oc3ccc(NS(C)(=O)=O)cc3CC(=O)N([C@H](C)CO)C[C@H]2C)cc1	1.3
CNC(=O)C[C@H]1CC[C@@H]2[C@H](COC[C@@H](O)CN2Cc2ccccc2F)O1	0.2
COCC#Cc1cnc2c(c1)C(=O)N([C@H](C)CO)C[C@H](C)[C@@H](CN(C)C(=O)Cc1ccccc1)O2	0.1
C/C=C/c1ccc([C@@H]2[C@@H](CO)N3C(=O)CN(C(=O)Nc4ccccc4F)C[C@@H]23)cc1	0.7
C[C@@H]1CN([C@H](C)CO)C(=O)c2cc(NC(=O)Nc3ccc(F)cc3)ccc2O[C@H]1CN(C)C(=O)Nc1ccc(F)cc1	1.3
NCC[C@@H]1CC[C@H](NC(=O)C2CCCC2)[C@H](CO)O1	-0.7
Cc1ccc(S(=O)(=O)Nc2ccc3c(c2)C(=O)N([C@H](C)CO)C[C@H](C)[C@H](CN(C)C(=O)NC2CCCCC2)OCCCC[C@@H](C)O3)cc1	1.1
COc1cccc(-c2cn(CC[C@@H]3CC[C@H](NS(=O)(=O)c4ccccc4Cl)[C@H](CO)O3)nn2)c1	-0.9
N#C[C@@H]1[C@@H](c2ccc(C#CC3CCCC3)cc2)[C@H](CO)N1C(=O)Nc1ccc(F)cc1	0.0
Nc1[nH]c(C(=O)c2ccc(Br)cc2)c(-c2ccc(Cl)cc2[N+](=O)[O-])c1C(=O)NCCc1c[nH]c2ccccc12	0.5
CO[C@@H]1CN(C)C(=O)c2ccc(NC(C)=O)cc2OC[C@@H](C)N(Cc2ccccc2F)C[C@H]1C	-0.6
COCCNC(=O)C[C@H]1C=C[C@@H](NS(=O)(=O)c2ccc(C)cc2)[C@@H](CO)O1	-2.1
CC(=O)N(C)C[C@H]1[C@H](c2ccc(C3=CCCCC3)cc2)[C@H](CO)N1CC1CC1	1.7
C[C@@H]1CN([C@@H](C)CO)C(=O)c2cc(C3=CCCCC3)cnc2O[C@H]1CN(C)Cc1ccncc1	-2.4

Part of the list above in another layout.
SMILES | TcdB inh
Cc1ccc(S(=O)(=O)Nc2ccc3c(c2)C(=O)N([C@H](C)CO)C[C@H](C)[C@H](CN(C)C(=O)NC2CCCCC2)OCCCC[C@@H](C)O3)cc1 | 1.1
CC(=O)N(C)C[C@H]1[C@H](c2ccc(C3=CCCCC3)cc2)[C@H](CO)N1CC1CC1 | 1.7
NCC[C@@H]1CC[C@H](NC(=O)C2CCCC2)[C@H](CO)O1 | -0.7
COc1ccc(-c2ccc3c(c2)O[C@@H](CN(C)C)[C@@H](C)CN([C@H](C)CO)S3(=O)=O)cc1 | 0.1
O=C(Cc1ccccn1)NCC[C@H]1CC[C@H](NC(=O)Nc2ccccc2)[C@H](CO)O1 | -1.0

For convenience, part of the list above:
SMILES	TcdB inh
CC(C)CC#Cc1cnc2c(c1)C(=O)N([C@H](C)CO)C[C@H](C)[C@H](CN(C)C(=O)CN1CCOCC1)O2	1.1
O=C(NC1Cc2ccccc2C1)[C@H]1[C@H](CO)[C@H]2Cn3c(ccc(C4=CCCC4)c3=O)[C@@H]1N2CC1CC1	-0.6
COc1ccc(-c2ccc3c(c2)O[C@@H](CN(C)C)[C@@H](C)CN([C@H](C)CO)S3(=O)=O)cc1	0.1
COCC#Cc1cnc2c(c1)C(=O)N([C@H](C)CO)C[C@@H](C)[C@@H](CN(C)C(=O)C1CCC1)O2	-7.3
COc1ccc(CN(C)C[C@H]2Oc3ccc(NS(C)(=O)=O)cc3CC(=O)N([C@H](C)CO)C[C@H]2C)cc1	1.3

Remaining list, next part
SMILES	TcdB inh
CCCC(=O)Nc1ccc2c(c1)OC[C@H](C)N(C(=O)c1cnccn1)C[C@H](C)[C@H](OC)CN(C)C2=O	-1.4
C[C@H]1CN([C@@H](C)CO)C(=O)Cc2cc(NC(=O)Nc3ccc(F)cc3)ccc2O[C@@H]1CN(C)C(=O)Nc1ccccc1	-0.8
O=C(C[C@@H]1CC[C@H]2[C@@H](COC[C@H](O)CN2C(=O)c2ccccc2F)O1)N1CCN(c2ccccc2)CC1	0.0
CCCNC(=O)N(C)C[C@H]1Oc2ncc(C#C[C@@H](C)O)cc2C(=O)N([C@H](C)CO)C[C@@H]1C	-0.9
Cc1noc(C)c1NC(=O)N(C)C[C@H]1Oc2c(NC(=O)c3ccncc3)cccc2C(=O)N([C@@H](C)CO)C[C@H]1C	1.1
O=C(Nc1nccs1)[C@H]1[C@H](CO)[C@H]2Cn3c(cccc3=O)[C@H]2N1C(=O)C1CCC1	-1.2
C[C@@H]1CN([C@H](C)CO)C(=O)Cc2cc(NC(=O)Cn3cnnn3)ccc2O[C@@H]1CN(C)Cc1ccccc1	-0.4
Cc1ccc(S(=O)(=O)N2C[C@H](O)COC[C@@H]3O[C@H](CC(=O)N[C@@H]4CCN(Cc5ccccc5)C4)CC[C@H]32)cc1	0.7
O=C(C[C@H]1C=C[C@@H](NS(=O)(=O)c2ccccc2)[C@H](CO)O1)NCc1ccc(Cl)c(Cl)c1	0.1
